TRHR agonist – qHTS for Small Molecule Agonists and Allosteric Enhancers of Human TRH Receptor: Primary Screen for Agonists; Thyrotropin-releasing hormone receptor (Homo sapiens), P34981; TRHR cells, calcium flux fluo-8, FDSS agonist mode; activation, % at 2 µM; actives 0.18% (n = 360,000); AID 493084, 2011; also: 0% is about no effect
Target sequence (P34981 whole entry, looked up): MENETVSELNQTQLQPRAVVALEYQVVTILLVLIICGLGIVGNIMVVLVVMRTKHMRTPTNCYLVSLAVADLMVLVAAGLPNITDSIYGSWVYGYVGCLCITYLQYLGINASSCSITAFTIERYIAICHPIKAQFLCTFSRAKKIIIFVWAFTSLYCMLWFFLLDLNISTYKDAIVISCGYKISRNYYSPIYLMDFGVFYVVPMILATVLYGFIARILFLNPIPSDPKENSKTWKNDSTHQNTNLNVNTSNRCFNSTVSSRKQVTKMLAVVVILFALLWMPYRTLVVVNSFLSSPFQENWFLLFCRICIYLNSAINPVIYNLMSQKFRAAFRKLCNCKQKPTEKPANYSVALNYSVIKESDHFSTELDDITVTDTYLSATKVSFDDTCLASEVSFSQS
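TRHR-expressing cells, plated overnight in medium with 10% serum, were loaded with fluo-8 calcium dye at room temperature. After a 10 s baseline, library compound was pin-added and calcium release was recorded kinetically (ex 480/em 530) as agonist response.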
D2 antagonist – HTS Assay for Allosteric Antagonists of the Human D2 Dopamine Receptor: Primary Screen for Antagonists; D(2) dopamine receptor (Homo sapiens), P14416; HEK293 TREx D2 cells, calcium flux, dopamine EC80; inhibition, % at 10 µM; actives 2% (n = 340,000); in the data active = inhibition above about 30%; also: 0% is about no effect
Target sequence (P14416 whole entry, looked up): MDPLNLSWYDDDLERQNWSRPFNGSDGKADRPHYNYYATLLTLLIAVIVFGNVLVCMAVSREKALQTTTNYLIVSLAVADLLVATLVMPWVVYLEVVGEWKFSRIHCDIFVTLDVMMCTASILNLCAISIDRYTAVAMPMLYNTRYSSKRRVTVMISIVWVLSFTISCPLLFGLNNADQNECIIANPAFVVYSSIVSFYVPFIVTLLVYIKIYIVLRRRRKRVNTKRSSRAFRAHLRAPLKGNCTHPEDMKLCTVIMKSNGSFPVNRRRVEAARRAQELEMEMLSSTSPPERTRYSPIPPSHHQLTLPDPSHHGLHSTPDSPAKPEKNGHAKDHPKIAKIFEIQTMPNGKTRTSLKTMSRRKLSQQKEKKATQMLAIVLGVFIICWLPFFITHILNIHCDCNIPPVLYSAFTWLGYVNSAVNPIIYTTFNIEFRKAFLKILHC
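Antagonism is scored as inhibition of an EC80 dopamine-evoked calcium signal in a force-coupled, tetracycline-inducible HEK293 T-REx D2 line, with compound present 180 s before agonist.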
RXFP1 antag – qHTS Assay for Antagonists of the Relaxin Receptor RXFP1; activity change, negative = inhibition, % at 57.5 µM; actives 0.59% (n = 350,000); HEK293-RXFP1, relaxin-stimulated cAMP HTRF, 30 min; active compounds read low; Relaxin receptor 1 (Homo sapiens), Q9HBX9; AID 1259400, 2018;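 active = activity change of -60% or lower, but not beyond a set lower limit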; also: % is scaled to controls: 0 for no effect and ±100 for the full control effect
D1 PAM – Potentiators of Human D1 Dopamine Receptor: qHTS. actives 0.036% (n = 360,000). potentiation, % at 10 µM. D(1A) dopamine receptor (Homo sapiens), P21728. HEK293 TREx D1 cells, calcium flux, dopamine EC20 potentiation; in the data active = potentiation above about 30%; also: 0% is about no effect
D1 antag – Antagonist of Human D 1 Dopamine Receptor: qHTS; D(1A) dopamine receptor (Homo sapiens), P21728; HEK293 TREx D1 cells, calcium flux, dopamine EC80; active compounds read low; activity change, negative = inhibition, % at 10 µM; actives 3.2% (n = 360,000); AID 504652, 2011; in the data active = activity change below about -30%; also: % is scaled to controls: 0 for no effect and ±100 for the full control effect
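Cells carrying a force-coupled, tetracycline-inducible human D1 receptor report calcium flux. Each well gets a 10 s baseline, compound with 180 s monitoring, then an EC80 dopamine stimulus with a second 180 s kinetic read.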
D2 PAM – HTS Assay for Positive Allosteric Modulators of the Human D2 Dopamine Receptor: Primary Screen for Potentiators. D(2) dopamine receptor (Homo sapiens), P14416. HEK293 T-REx D2, calcium flux, EC20 dopamine potentiation. potentiation, % at 10 µM. actives 0.34% (n = 340,000);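 active = potentiation over 3 SD above the plate norm, cut at about 30% in these data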; also: 0% is about no effect
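Potentiation of an EC20 dopamine calcium response measured kinetically over 180 s, after a preceding 180 s compound-only read flagging agonists. Cells: inducible Hek293 Trex D2 line, 4000/well, cultured overnight at 30 C before dye loading.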
TRHR enhancer – qHTS for Small Molecule Agonists and Allosteric Enhancers of Human TRH Receptor: Primary Screen for Enhancers; actives 0.66% (n = 360,000); AID 493056, 2011; enhancement, % at 2 µM; Thyrotropin-releasing hormone receptor (Homo sapiens), P34981; TRHR cells, fluo-8 calcium fluorescence, EC20 TRH enhancement; in the data active = enhancement above about 30%; also: 0% is about no effect
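TRHR-expressing cells loaded with fluo-8 calcium dye were read kinetically (ex 480/em 530) during compound addition, then stimulated with an EC20 of TRH (10 nM final). Enhancement of the Gq-mediated intracellular calcium response was scored.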
D2 ag – HTS Assay for Allosteric Agonists of the Human D2 Dopamine Receptor: Primary Screen for Agonists; HEK293 T-REx D2 cells, calcium flux agonist mode; actives 0.53% (n = 340,000); activation, % at 2 µM;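 active = activation over 3 SD above normal in the single-dose calcium agonist read, cut at about 30% in these data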; also: 0% is about no effect
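Calcium-flux readout, 1 cycle/sec over 180 s following compound pin transfer, in inducible HEK293 Trex D2 cells (force-coupled); dopamine controls included. Positive calcium responses during this window marked compounds as potential agonists.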
D1 agonist – Allosteric Agonists of the Human D1 Dopamine Receptor: qHTS. HEK293 T-REx D1 cells, calcium flux, agonist mode. actives 1% (n = 360,000). activation, % at 2 µM; also: 0% is about no effect
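Inducible HEK293 T-REx D1 cells, force-coupled to calcium signalling, were plated at 4000 cells/well with tetracycline and held overnight at 30 C. After no-wash calcium dye loading, compound-evoked calcium rise over 180 s flagged agonists.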
Active calls of the source: *; / = not tested or not shown. Rule as the data show it, unless noted: active = activation above about 30%; inactive = the rest.

SMILES	TRHR agonist	D2 antagonist	RXFP1 antag	D1 PAM	D1 antag	D2 PAM	TRHR enhancer	D2 ag	D1 agonist
Cc1cc(C)cc(NC(=O)Cc2ccc(-n3cccc3)cc2)c1	-0.3	-5	-23	-1	-7	-10	6	-0.8	8
Cn1c(=O)cc(SCC(=O)N2CCN(c3ccccc3F)CC2)c2ccccc21	-1.3	/	-4	2	4	-4	-2	-0.2	0
COc1ccc(NC(=O)C(=O)NCC(=O)Nc2cc(OC)ccc2OC)cc1	0.6	-2	-6	-1	29	3	-2	0.8	2
CCCCc1cc(-c2n[nH]c(=S)o2)c2ccccc2n1	0.0	2	-16	-2	-10	9	-1	0.2	1
Cc1ccc(Nc2sc(C(=O)c3ccccc3)c(N)c2C(=O)NC(C)C)cc1	0.4	/	-13	-4	14	1	6	0.9	6
FC(F)(F)c1ccc(N2CCOCC2)c(Nc2nc3ccccc3n3cnnc23)c1	1.4	-6	-16	5	14	0	-5	0.7	3
Cc1ccccc1SCCNC(=O)CCc1ccccc1	-0.4	-1	/	1	-5	-9	-1	-0.8	0
CC(C)CCNC(=O)CN(Cc1ccc2c(c1)OCO2)C(=O)Cn1nnc(-c2cccs2)n1	0.5	10	-14	0	5	2	0	0.4	4
COc1ccc(CN2CCOCCOCCOCCOCCOCC2)cc1	0.6	-14	2	-9	-12	22	10	0.7	1
CCO[C@H]1OC(C(=O)N2CCN(Cc3ccccc3)CC2)=C[C@@H](c2ccccc2)[C@@H]1CCCO	-0.4	4	/	0	-14	2	-3	-0.3	-4
Cc1ccc(OCc2cc(C(=O)N3CCN(C4CCCC4)CC3)no2)cc1C	-1.4	-17	-12	-1	-6	-14	5	0.4	8
O=c1oc2cc(OCc3nn[nH]n3)ccc2c2c1CCCC2	-0.1	-2	-2	3	-7	-4	-1	-0.4	2
c1ccc2cc(CN3CCOCC3)ccc2c1	0.1	5	-16	-6	-5	-28	-12	-0.8	0
COc1ccc(C(=O)Nc2nc3ccccc3[nH]2)cc1OC	0.1	-26	25	1	-2	-5	-1	-1.0	0
COc1ccccc1C(C)NCC(=O)Nc1ccccc1C(F)(F)F (stereo unspecified)	0.3	-8	-8	1	-5	-27	-8	1.0	13
COc1cc(-c2cc3n(C)c(C)c(CCC(=O)NC4CCCCC4)c(=O)n3n2)cc(OC)c1OC	0.5	/	3	-2	-2	5	1	0.1	0
O=C(Nc1nncs1)C12CC3CC(CC(C3)C1)C2	0.5	-8	-6	-6	-7	14	10	1.0	2
COc1ccc(C(=O)c2cc([N+](=O)[O-])ccc2N2CCN(C)CC2)cc1	1.6	0	-3	-5	-9	-7	-5	-0.2	6
COc1cc(/C=N/n2c(C)n[nH]c2=S)ccc1OCc1ccccc1	-0.2	/	9	-5	-18	/	4	/	1
N#Cc1c(-c2ccccc2)nc(SCC(=O)Nc2ccccc2)[nH]c1=O	1.1	-6	7	-5	3	8	-1	10	6
O=C(c1cccs1)[C@@H]1[C@@H]2C(=O)N(Cc3ccc4c(c3)OCO4)C(=O)[C@@H]2C2c3ccccc3C=CN21 (stereo partly specified)	0.4	-6	/	-5	24	-3	-2	0.1	7
O=C(CC1SC(N2CCOCC2)=NC1=O)Nc1cc([N+](=O)[O-])ccc1Cl (stereo unspecified)	-0.4	54*	-7	-7	21	-21	2	-0.4	4
COc1cc(/C=C/C(=O)OCC(=O)Nc2nnc(-c3ccccc3)o2)cc(OC)c1OC	-0.2	-10	-12	-2	-21	-7	1	0.2	0
C/C=C(\C)C(=O)Nc1cccc(C2=NOC3(C2)C[C@H](C(N)=O)N(C(=O)C(c2ccccc2)c2ccccc2)C3)c1 (stereo partly specified)	-0.1	11	/	7	-3	2	-3	-0.4	2
CCOc1ccc(NC(=O)CCN2CCN(c3ccccc3)CC2)cc1	-0.8	83*	2	-2	2	-29	4	98*	-4
Cc1cc(OC(=O)C(C)(C)C)c([N+](=O)[O-])c(=O)[nH]1	0.5	0	3	2	15	3	-3	0.7	-1
Cc1ccc(-n2c(N)c(C(N)=O)sc2=S)cc1	0.3	2	-5	3	17	14	5	0.6	2
COC(=O)C(C)n1cnc2c(nnn2-c2cccc(Cl)c2)c1=O (stereo unspecified)	-0.1	18	5	-2	-20	-1	0	-0.4	0
COC(=O)Nc1c(-c2ccccc2)nc2ccc(C)cn12	0.3	-29	7	-5	-15	-5	5	0.4	2
O=C(Oc1ccc2[nH]cc(CCN3C(=O)c4ccccc4C3=O)c2c1)c1ccco1	0.9	-10	-3	-7	-11	-4	0	0.8	2

An excerpt from above, limited to D1 agonist, TRHR enhancer and RXFP1 antag.
| smiles | D1 agonist | TRHR enhancer | RXFP1 antag |
| --- | --- | --- | --- |
| CCOc1ccc(NC(=O)CCN2CCN(c3ccccc3)CC2)cc1 | -4 | 4 | 2 |
| Cc1cc(OC(=O)C(C)(C)C)c([N+](=O)[O-])c(=O)[nH]1 | -1 | -3 | 3 |

Following part.
SMILES	TRHR agonist	D2 antagonist	RXFP1 antag	D1 PAM	D1 antag	D2 PAM	TRHR enhancer	D2 ag	D1 agonist
C=CCNC(=O)c1cnc(-c2ccccc2)nc1-c1ccccc1	-1.1	/	-8	2	-6	/	3	/	5
COc1ccccc1C(=O)NCC(=O)OCc1csc(-c2ccccc2)n1	-0.7	/	-2	2	27	/	5	/	-1
O=C1CS/C(=C\[N+](=O)[O-])N1c1ccc(OC(F)(F)F)cc1	0.0	3	-19	6	7	20	2	-0.1	1
CCOC(=O)CSc1n[nH]c(NC(=O)NC(C)C)n1	-1.1	-3	4	-4	-5	-1	0	0.7	1
COc1ccc(-c2nc(C)c(C(C)=O)n2O)cc1	0.3	-11	-10	-3	19	8	-4	-0.7	2
O=C(NCCC1CCCCN1S(=O)(=O)c1ccccc1)C(=O)Nc1ccc(F)cc1 (stereo unspecified)	-0.1	-20	0	-14	-17	2	-7	0.2	2
CCOC(=O)/C=C(\C)Sc1cc(=O)oc2ccccc12	-0.6	4	-2	-5	-8	21	4	0.6	-2
CC(=O)N1CCCc2ccc(NC(=O)c3ccc(OC(C)C)cc3)cc21	-0.2	/	-1	-1	-5	-17	-3	0.1	-2
Cc1ccc(S(=O)(=O)CC2CSc3nc4ccccc4n32)cc1 (stereo unspecified)	0.4	10	-9	-5	-15	3	-6	0.8	6
Cc1cccn2c(=O)cc(COc3cccc(NC(=O)COc4ccc(F)cc4)c3)nc12	-0.3	/	21	-3	-2	-5	4	-0.4	-1
COc1cc(Cl)c(NC(=O)CCS(=O)(=O)c2cc3c(cc2Cl)NC(=O)CO3)c(OC)c1	0.1	/	-2	-1	-8	1	8	-1.2	-1
Nc1cccc(-c2cc3ccccc3oc2=O)c1	-0.7	-10	-10	-2	-12	-6	0	-2.1	1
O=[N+]([O-])c1cccc2ccc(/C=C/c3ccc(C(F)(F)F)cc3)nc12	0.1	6	17	4	3	4	7	0.6	2
CN(C)CCNC(=O)c1cccc(S(=O)(=O)Nc2ccccc2F)c1	-0.1	6	4	1	-7	0	-1	-1.9	5
COc1ccc(C2CC(=O)C=C(O)C2)cc1 (stereo unspecified)	0.2	-9	9	1	-3	-16	27	53*	2
COc1ccc(N2C(=O)C3C4C=CC(C4)C3C2=O)c(OC)c1 (stereo unspecified)	0.1	/	-6	-6	-14	/	5	/	0
CC1(C)[C@@H](O)CC[C@]2(C)C3C(O)C=C4[C@H]5C[C@@](C)(C(=O)O)CC[C@]5(C)CC[C@]4(C)[C@]3(C)CC[C@@H]12 (stereo partly specified)	2.2	0	/	-1	-12	-15	-2	1.5	11
O=C(O)CCNC(=O)/C(=C\C=C\c1ccccc1)NC(=O)c1ccccc1	1.3	-10	-11	-3	1	8	2	0.0	4
O=C(CCNC(=O)c1ccccc1Cl)NCCCSc1ccccc1	0.1	26	9	-4	13	11	0	0.2	-1
CCOc1cc(/C=N/NC(=O)C(N)=O)cc(Br)c1O	-0.1	-8	-4	-1	-8	5	1	0.4	2
CCCN(CC(=O)Nc1ccccc1C)C(=O)Cc1c(C)nc2ccccc2c1C	-0.2	-10	1	-8	11	-13	-4	-0.2	0
CC(N=Cc1ccccc1O)c1ccccc1 (stereo unspecified)	-0.9	-5	1	-1	/	12	15	-0.4	0
COc1cccc(CCc2nnc(N)s2)c1	0.8	-8	5	-4	-8	-6	-6	3.7	0
Nc1nnnn1/N=C/c1cc(Cl)cc(Cl)c1OCc1ccc(Cl)cc1Cl	0.6	7	-1	-4	2	-2	2	-0.1	3
CCN(CC)C(=O)CC(c1ccc2c(c1)OCO2)c1c(OC)cc(OC)c2c(-c3ccccc3)cc(=O)oc12 (stereo unspecified)	0.3	10	/	-1	-45*	-8	0	0.4	5
Cc1c(Cc2ccccc2)c(=O)oc2cc(OCC(=O)N[C@@H](Cc3ccccc3)C(=O)O)ccc12	-0.2	5	/	-5	-1	-3	7	-0.5	0
COc1ccc(C(=O)COC(=O)C(CCCCN2C(=O)C3C4C=CC(C4)C3C2=O)N2C(=O)C3C4C=CC(C4)C3C2=O)cc1 (stereo unspecified)	0.0	-11	-21	-6	-8	0	4	-0.7	1
O=C1C2CCCN2C(=O)N1CCCCN1CCN(CCO)CC1 (stereo unspecified)	-0.3	5	0	-1	3	-6	-5	-0.9	3
CCOC(=O)C1=Nc2ccccc2C1=[N+]=[N-]	-0.2	0	/	0	1	-7	1	0.7	0

Grouped by structure, the entries above with an NH in an aromatic ring (eight)
SMILES	TRHR agonist	D2 antagonist	RXFP1 antag	D1 PAM	D1 antag	D2 PAM	TRHR enhancer	D2 ag	D1 agonist
CCCCc1cc(-c2n[nH]c(=S)o2)c2ccccc2n1	0.0	2	-16	-2	-10	9	-1	0.2	1
O=c1oc2cc(OCc3nn[nH]n3)ccc2c2c1CCCC2	-0.1	-2	-2	3	-7	-4	-1	-0.4	2
COc1ccc(C(=O)Nc2nc3ccccc3[nH]2)cc1OC	0.1	-26	25	1	-2	-5	-1	-1.0	0
COc1cc(/C=N/n2c(C)n[nH]c2=S)ccc1OCc1ccccc1	-0.2	/	9	-5	-18	/	4	/	1
N#Cc1c(-c2ccccc2)nc(SCC(=O)Nc2ccccc2)[nH]c1=O	1.1	-6	7	-5	3	8	-1	10	6
Cc1cc(OC(=O)C(C)(C)C)c([N+](=O)[O-])c(=O)[nH]1	0.5	0	3	2	15	3	-3	0.7	-1
O=C(Oc1ccc2[nH]cc(CCN3C(=O)c4ccccc4C3=O)c2c1)c1ccco1	0.9	-10	-3	-7	-11	-4	0	0.8	2
CCOC(=O)CSc1n[nH]c(NC(=O)NC(C)C)n1	-1.1	-3	4	-4	-5	-1	0	0.7	1
